# ER stress rescue: rescue of cells from ER stress-induced death, primary screen, 384-well, CSM14.1, thapsigargin, ATP luminescence (AID 1222). CSM14.1 thapsigargin-induced death rescue, ATP luminescence; higher % means a stronger effect. one-dose cellular ATP content (survival), % at 20 µM; EC50 in µM for titrated hits. 190,000 tested, under 10 active;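 active = EC50 below 50 µM in the dose-response confirmation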;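 note: death triggered by thapsigargin at about 15 µM added after 2 h compound pretreatment; cell ATP read after overnight thapsigargin exposure of roughly 18 to 22 hours; normalized against plate controls of thapsigargin alone and 5% DMSO vehicle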
# P. falciparum M17LAP: P. falciparum M17LAP inhibitors, primary screen, biochemical, fluorogenic H-Leu-NHMec substrate, 1536-well (AID 1619); recombinant M17LAP, H-Leu-NHMec fluorogenic kinetic assay; higher % means a stronger effect; actives 0.38% (n = 220,000); one-dose inhibition, % at 30 µM; IC50 in µM for titrated hits;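 active = compound inhibiting the enzyme by more than half at any dose during confirmatory dose-response retesting; inconclusive = strong single-dose inhibitors picked by rank but not retested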;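 note: plate controls were full reaction with DMSO carrier for no effect and no enzyme background for full effect; strong numbers were not always called active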
# Ins promoter up: insulin promoter activators in MIN6 cells, imaging, high-content screening, mouse beta cells | MIN6 insulin promoter-GFP reporter; stronger effect = higher value | actives 0.3% (n = 190,000) | z-score at 5 µM;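 active = z-score above 3 at 5 µM with at least 500 cells counted in the well; inconclusive = wells under 500 cells, flagged as cytotoxic or low count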
# K1F lysis inhibition: inhibition of K1F phage lysis, E. coli UTI89, bacterial capsule biogenesis inhibitors, alamar blue (AID 488966) | E. coli UTI89 K1F phage lysis, alamar blue, 2 h; higher % means a stronger effect | actives 0.02% (n = 340,000) | inhibition, % at 100 µM; hits with a dose series show IC50 in µM;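 active = phage lysis inhibition, versus mean bacterial control, above a set limit; inconclusive = no clear call, values can overlap the other calls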;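 note: capsule biogenesis inhibitors block K1F phage lysis so surviving cells raise fluorescence; higher fluorescence means more inhibition of phage lysis; actives were called in the ten point dose series up to 300 µM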
# b-catenin transl: modulators of beta-catenin nuclear translocation, primary screen, imaging, HeLa cells, immunofluorescence, high-content; nuclear translocation activity, % at 5 µM; actives 0.3% (n = 190,000); AID 1665, 2009;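 active = nuclear translocation activity above 50% at 5 µM, with a well cell count of 50 or more; inconclusive = wells under 50 cells across six images, flagged as toxic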;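 note: per-cell ratio of nuclear to cytoplasmic median beta-catenin stain intensity; plate controls were DMSO negative control for no effect and GSK-3 inhibitor IX positive control for full effect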
#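 System: HeLa cells, endogenous beta-catenin; compound dosing: 5 µM primary single dose, 0.1% DMSO, 0.02–20 µM confirmation series; incubation: 24 h compound exposure at 37°C, 5% CO2; signal: beta-catenin immunofluorescence imaging with DAPI; evaluation: % activation, nuclear-to-cytoplasmic median beta-catenin signal ratio per cell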
# Dynein transport: inhibitors of GR-EGFP nuclear translocation, primary screen, dynein cargo transport inhibitor project, imaging, high-content, 3617.4 mouse cells; test concentration mostly 20 µM; stimulated with dexamethasone, 1 µM; stronger effect = lower value; z-score, hits read low; actives 0.47% (n = 220,000); AID 1381, 2008;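 active = plate z-score of nuclear minus cytoplasmic receptor signal below a set negative limit, without overly bright fluorescence or cell loss, cut at about -3.5 in these data, passing the limit was not always enough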;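 note: z-score of nuclear minus cytoplasmic ring GR-EGFP intensity difference per well; some compounds called inactive have numbers as strong as hits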
#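 Buffer or medium: tet-free, stripped-serum medium; reagent: dexamethasone at 1.0 µM final, 30 min; incubation: 48 h induction, 1 h compound, 30 min dex at 37 °C; measured by: formaldehyde fixation, Hoechst nuclear stain, 10x automated fluorescence imaging; read-out: nuclear-to-cytoplasmic GR-EGFP distribution per well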
# MT stabilizer: microtubule stabilizers in HeLa cells, primary screen, imaging, high-content imaging | HeLa tubulin immunostaining HCS, 24 h; share of cells brighter than vehicle mean+2SD | actives 0.83% (n = 200,000) | AID 2205, 2009 | % tubulin-high responders, % at 10 µM;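 active = plate Z-score above 3 for both tubulin-high and condensed-nucleus cell shares, with cell loss under 80%, at 10 µM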;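 note: anti alpha tubulin signal scored within the nucleus-defined area of each cell; some results filed as inactive read as strong as hits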
# Autophagy HCS: autophagy modulators in MEF cells, primary screen, imaging, high-content, MEF GFP-LC3 | MEF GFP-LC3 puncta imaging; test concentration mostly 10 µM | calls only at 10 µM (by protocol) | actives 0.98% (n = 190,000);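 active = percentage of spot-positive cells more than 3 SD above its plate mean, without a fluorescence outlier flag or 80% toxicity; inconclusive = no clear call, values can overlap the other calls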;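 note: spot-positive cell cutoff set from DMSO-treated cells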
# M1AAP inhibition: P. falciparum M1AAP inhibitors, biochemical, fluorogenic H-Leu-NHMec substrate, 1536-well (AID 1445); actives 0.42% (n = 220,000); Aminopeptidase N (Plasmodium falciparum (isolate 3D7)); recombinant M1AAP, H-Leu-NHMec fluorogenic kinetic assay; higher % means a stronger effect; inhibition, % at 30 µM; hits with a dose series show IC50 in µM;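 active = primary inhibition above the hit cutoff, then over 50% inhibition at one or more dose response concentrations, cut at about 23% in these data, passing the limit was not always enough; inconclusive = conflicting primary data, or primary hits not chosen for dose response; inactive = low primary inhibition, or under 50% at every dose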;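 note: plate controls were DMSO full reaction for no effect and no enzyme background for full effect; strong numbers were not always called active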
# Dynein transport cytoplasmic EGFP: also measured in Dynein transport; calls as there; z-score; measured here: cytoplasmic GR-EGFP intensity; stronger effect = higher value
# Dynein transport nuclear GR-EGFP: second read-out of Dynein transport, no call of its own (marks repeat the call); z-score; measured here: nuclear GR-EGFP intensity;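 lower value marks the stronger effect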
# Dynein transport cell count: second read-out of Dynein transport, no call of its own (marks repeat the call); z-score; measured here: cell count per field
# Ins promoter up cell count: second read-out of Ins promoter up, no call of its own (marks repeat the call); cell count; measured here: cytotoxicity, nuclei count;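 total cells summed across four imaged fields per well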
# b-catenin transl cell count 5 µM: second read-out of b-catenin transl, no call of its own (marks repeat the call); cell count; measured here: cell count, cytotoxicity flag
# MT stabilizer Hoechst-high %: further read-out of MT stabilizer, marked with its call; % Hoechst-high responders; measured here: nuclear condensation Hoechst responders;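 share of cells brighter than vehicle mean plus two SD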
# MT stabilizer cytotoxicity %: also measured in MT stabilizer; calls as there; toxicity, %; measured here: cytotoxicity by cell density;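 0% = mean cell density of plate MIN control wells and 100% = no cells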
# Autophagy HCS cell loss 18 h: recorded beside Autophagy HCS, whose call it bears; toxicity, %; measured here: cell loss, nuclei count;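 cell loss after 18 h compound exposure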
# * hit, by the source's call; i = inactive; ? = inconclusive; · = no result given; & = joins results of further samples. An unsorted share of the library (roughly 2.9% active in at least one column).
no.	SMILES	ER stress rescue	P. falciparum M17LAP	Ins promoter up	Ins promoter up cell count	K1F lysis inhibition	b-catenin transl	b-catenin transl cell count 5 µM	Dynein transport	Dynein transport cytoplasmic EGFP	Dynein transport nuclear GR-EGFP	Dynein transport cell count	MT stabilizer	MT stabilizer Hoechst-high %	MT stabilizer cytotoxicity %	Autophagy HCS	Autophagy HCS cell loss 18 h	M1AAP inhibition
1	CC(=O)Nc1ccc(O)c(-c2nc3ccccc3s2)c1	2.3%	4%	·	·	-0.3%	-1.2	1117	-0.49	-0.3	-0.16	0.71	2.8	2.6	9.8	i	-2	12%
2	OC1CCCN(Cc2ccc3c(c2)Cc2ccccc2-3)C1 (stereo unspecified)	-2.7%	-5%	-0.27	1111	12%	-0.6	1423	0.29	-0.27	0.22	-0.23	6.5	2.7	4.4	i	19	2%
3	O=C(Nc1nnc(-c2ccco2)s1)c1ccccc1	-1.1%	23%	·	·	i	-4.0	850	-0.48	-0.16	-0.024	0.057	2.8	1.6	8.6	i	-58	4%
4	COCCSc1ccccc1C(=O)Nc1ccc(Cl)cn1	0.6%	6%	-0.35	1623	2.1%	0.4	1133	-0.46	-0.27	-0.42	0.73	1.7	2.2	5.5	i	5	9%
5	C/C(=N\OC(=O)c1ccc(F)cc1)c1ccc(F)c(F)c1	·	3%	-0.34	1028	i	-0.3	1324	0.35	-0.21	0.57	-0.19	·	·	·	·	·	4%
6	Nc1nnc(SCCCC(=O)c2ccccc2)s1	-1.5%	7%	-0.07	1557	0.4%	-1.4	1212	1.2	-0.01	1	-1.5	8.1	2.1	6.1	i	18	3%
7	Cc1cc(NC(=O)CS(=O)(=O)c2cn(Cc3ccccc3Cl)c3ccccc23)no1	-1.2%	-4%	-0.7	1768	0.8%	-0.2	1102	0.63	-0.18	0.55	0.44	2.4	1.4	3.0	i	-3	-2%
8	O=C(/C=C/c1ccco1)NCCCN1CCOCC1	-1.5%	10%	-0.01	1473	0.8%	-0.4	1557	-0.41	-0.18	-0.26	0.97	2.9	1.6	6.4	i	-5	-1%
9	COc1cc(/C=N/N(C)c2ccccc2)cc(Cl)c1O	-2.7%	1%	-0.31	886	-0.3%	-5.8	1126	-0.56	-0.4	-0.29	0.72	2.8	0.8	7.5	i	-4	12%
10	COc1ccccc1CN1C(=O)[C@@H]2C(CCC(N)=O)NC3(C(=O)Nc4c3ccc(Cl)c4C)[C@@H]2C1=O (stereo partly specified)	0.3%	-4%	-0.13	1092	0.2%	-2.2	946	0.23	-0.14	0.46	0.065	5.0	2.5	10	i	-10	3%
11	CC(C)(C)NC(=O)NC(=O)COC(=O)c1ccc2c(c1)S(=O)(=O)N=C1CCCCCN12	1.7%	4%	0.34	1453	4.4%	-2.4	1068	0.83	-0.056	0.57	-0.47	1.8	2.5	13	i	2	0%
12	Cc1ccccc1OCC(=O)NNC(=O)C1CCCCC1C(=O)O (stereo unspecified)	-3.3%	37%	0.3	1081	1.3%	·	·	-0.62	-0.29	-0.67	0.92	1.6	3.0	1.2	i	14	1%
13	Cc1ccc(S(=O)(=O)N2CC3(C)CN(S(=O)(=O)c4ccc(C)cc4)CC(C)(C2)C3)cc1	1.4%	-9%	·	·	4.5%	-2.9	1242	-1.3	-0.22	-0.53	0.68	2.1	2.1	8.2	i	5	5%
14	COc1ccc(C(=O)Nc2cccc(-c3nc4ncccc4o3)c2C)cc1	-2.9%	0%	-0.3	945	1.6%	-2.4	1248	-0.011	-0.27	-0.039	0.58	3.0	2.1	8.5	i	2	12%
15	CN(CC(=O)N1CCN(c2ccccn2)CC1)S(=O)(=O)c1cccc2nsnc12	-2.9%	8%	0.63	1361	0.1%	1.1	581	-0.19	-0.29	0.9	-0.1	2.3	3.1	8.7	i	10	3%
16	COc1ccc(CNC(=O)CSCc2cccc(Cl)c2)cc1	-0.6%	2%	1.8	1339	0.3%	-7.7	540	1	-0.26	0.57	-0.61	2.8	2.8	11	i	17	-3%
17	CSc1ncccc1C(=O)Nc1ccc(S(=O)(=O)Nc2nccs2)cc1	-1.2%	13%	-0.07	1349	-1.2%	-4.0	570	-0.69	-0.29	-0.52	0.83	3.6	2.9	9.7	i	-2	11%
18	Cc1ccc(S(=O)(=O)N(CC(=O)NCCSc2ccccn2)c2cc(C)cc(C)c2)cc1	2.6%	6%	-0.05	1314	-0.1%	2.0	1268	0.21	-0.11	0.62	-0.011	2.8	1.9	5.2	i	-25	3%
19	Cc1ccc(C(=O)Nc2ccc([N+](=O)[O-])cn2)o1	-4.2%	17%	0.07	1331	0.0%	-1.4	969	0.46	-0.3	0.34	1.1	3.0	1.7	5.6	i	-10	6%
20	CCc1c(C)sc(NC(=O)/C=C/c2ccc3c(c2)OCO3)c1C(=O)OC	1.0%	7%	0.41	1514	3.4%	-0.2	1057	1.2	0.019	0.42	-0.99	4.0	2.8	9.7	i	-13	7%
21	Cc1cc(C)cc(OCC(=O)Nc2ccc(N3CCN(S(C)(=O)=O)CC3)cc2)c1	-0.7%	-6%	-0.93	1323	0.4%	0.5	1481	-0.093	-0.21	0.048	0.059	2.0	0.9	5.7	i	-11	0%
22	O=C(N/N=C/c1c[nH]c2c1ccc1ccccc12)c1ccc([N+](=O)[O-])cc1	-2.0%	19%	0.36	1406	0.9%	1.8	1089	2.4	0.00045	1.7	-1.6	7.5	2.0	13	i	-6	14%
23	O=C(NCCO)c1cc2ccccc2cc1O	-1.9%	14%&-20%	0.96&-0.94	1314&898	-1.1%	0.6	1326	-0.21&-0.019	-0.26&-0.24	-0.48&0.48	-0.47&0.11	3.6	1.6	4.0	i	3	20%&-3%
24	NCCCC[C@@H]1NC(=O)c2cc([N+](=O)[O-])cc(F)c2NCCCC[C@@H](C(N)=O)NC(=O)[C@H](CCC(N)=O)NC1=O	4.7%	19%	0.2	1139	1.9%	·	·	0.32	-0.21	0.56	0.072	2.6	1.2	2.1	i	-62	22%
25	CCCCOc1ccc(C(=O)N/C(=C/C=C/c2ccccc2)C(=O)NC)cc1	-1.2%	0%	0.4	1219	0.2%	4.1	468	0.05	-0.28	-0.32	0.32	3.0	2.4	6.9	i	-9	3%
26	C/C=C(\C)C(=O)NCCN1C2=NC[C@H](C)N2C[C@@H]1Cc1ccc(OC)cc1	-1.2%	-8%	0.24	1356	-0.7%	4.4	1067	-0.36	-0.22	0.065	-0.18	1.2	0.6	1.5	i	-8	-4%
27	Cc1cc2c(ncn2C)c(NS(=O)(=O)c2ccc(Cl)cc2)c1C	-0.5%	6%	-0.26	1244	0.1%	-1.1	1052	0.41	0.29	0.3	-0.64	2.3	2.0	2.7	i	-2	0%
28	Cc1cc2c(cc1C)C(c1cccc([N+](=O)[O-])c1)CC(=O)N2 (stereo unspecified)	11%	-6%	0.81	1337	0.9%	·	·	-0.34	-0.22	-0.1	-0.1	2.2	2.3	5.1	i	-1	4%
29	Cc1ccc(S(=O)(=O)N(C)C)cc1NC(=O)Nc1ccccc1F	·	-13%	0.46	1414	·	1.5	951	1.6	-0.19	0.58	-0.66	·	·	·	·	·	-2%
30	NC(=O)CSCc1c(Cl)cccc1Cl	-2.7%	-7%	-0.34	1307	3.0%	·	·	-1.1	-0.27	-0.36	0.51	3.2	2.2	5.8	i	2	-3%
31	COc1ccc2cc3cc(C(=O)NCc4ccccn4)oc3nc2c1	-0.6%	-104%	3.3*	1430*	-3.4%	0.6	1426	-0.58	-0.23	-0.25	0.94	2.5	2.1	11	i	-6	?
32	O=C(CCC1CCCCC1)Nc1ccccc1-c1ccccc1	-1.0%	-3%	-0.25	1462	0.0%	2.1	1432	-0.74	0.31	-0.48	1.1	1.5	2.2	10	i	2	6%
33	O=C(CNC(=S)NC(=O)c1ccccc1)c1ccccc1	11%	-1%	-0.09	1336	3.8%	-5.8	519	-0.39	-0.13	-0.12	0.91	3.6	2.6	6.8	i	-7	3%
34	O=C(COC(=O)C1CCN(C(=O)Nc2ccccc2)CC1)NCC(F)(F)F	2.2%	4%	-0.48	1316	1.0%	-0.5	1132	-1.6	-0.35	-1.1	0.86	4.4	2.4	6.2	i	-8	5%
35	Cc1nc(-c2ccccc2)sc1C(=O)CSc1ccc(Br)cc1	2.1%	1%	0.47	1794	0.7%	-3.1	1083	0.098	-0.19	-0.5	0.24	1.3	1.4	4.0	i	0	6%
36	CC1(C)CC(N=C2C([N+](=O)[O-])=CC=C3C2=NC2(CCCCC2)N3O)CC(C)(C)N1	·	5%	0.55	1082	-2.4%	-2.0	1380	-0.68	-0.21	-0.43	0.82	·	·	·	·	·	8%

# High-throughput results from PubChem BioAssay.
